# ARFGAP1 inhibitor – inhibitors of rat ARFGAP1 GAP activity, primary screen, biochemical, fluorescence polarization, GDP tracer. Arfgap1-stimulated ARF1 GTP hydrolysis, GDP FP detection. inhibition, % at 16.5 µM. 360,000 compounds, 0.26% hits. AID 651572, 2012. ADP-ribosylation factor GTPase-activating protein 1 (Rattus norvegicus), Q62848;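 active = inhibition above a per-plate limit, mean inhibition of low control wells plus 3 SD, cut at about 25% in these data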;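 also: 0% = DMSO wells with enzyme and 100% = wells lacking Arfgap1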
#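 material = rat Arfgap1 catalytic domain, aa 1-136 | also added = human ARF1(Δ1-17)-GTP substrate | compound dosing = one concentration, 16.5 µM, DMSO 1.26% | times = GTP hydrolysis reaction 2 h at 25 °C | measured by = FP, GDP Alexa 633 tracer displaced from anti-GDP antibody, 620/688 nm | evaluation = percent inhibition of Arfgap1-stimulated GTP hydrolysis | replication = single well per compound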
# ASAP1 inh – inhibitors of human ASAP1 ArfGAP activity, primary screen, biochemical, fluorescence polarization | Arf-GAP with SH3 domain, ANK repeat and PH domain-containing protein 1 (Homo sapiens), … | ASAP1-stimulated ARF1 GTP hydrolysis, GDP FP detection | inhibition, % at 16.5 µM | 360,000 compounds, 0.19% hits; in the data active = inhibition above about 25%;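 also: 0% = vehicle with enzyme and substrate and 100% = no enzyme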
# proKLK7 act – proKLK7 zymogen activators, primary screen, biochemical, fluorescence intensity; purified proKLK7, EDANS-DABCYL substrate fluorescence; 100% is mature enzyme control, 0% vehicle; activation, % at 7 µM; 370,000 compounds, 0.9% hits; AID 652039, 2013;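 active = activation above the mean of all tested compounds plus 3 SD, computed per campaign excluding outliers beyond control limits, cut at about 13% in these data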
# Tn6 DDE FP – inhibitors of Tn6 peptide binding to fibrin DD(E), primary screen, biochemical, fluorescence polarization, human fibrin, Tn6 probe; Fibrinogen beta chain (Homo sapiens), P02675; Fibrin DD(E) TRITC-Tn6 fluorescence polarization displacement; inhibition, % at 8.3 µM; 370,000 compounds, 0.21% hits; AID 720509, 2013;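 active = inhibition above a per-campaign cutoff: mean of compounds within control limits plus 3 SD, cut at about 15% in these data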;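 also: 0% = median of all compound wells on the plate and 100% = blocking peptide control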
# MBD2 inh – inhibitors of MBD2 binding to methylated DNA, primary screen, biochemical, TR-FRET, DNA-binding domain, human; MBD2 binding to methylated oligonucleotide; Methyl-CpG-binding domain protein 2 (Homo sapiens), Q9UBB5; inhibition, % at 4.4 µM; 370,000 compounds, 0.31% hits; in the data active = inhibition above about 13%
# DDE Tn7 FP inh – inhibitors of Tn7 peptide binding to fibrin DD(E), primary screen, biochemical, fluorescence polarization, human fibrin, Tn7 probe; Fibrinogen beta chain (Homo sapiens), P02675; 370,000 compounds, 0.13% hits; AID 720508, 2013; FP displacement of FITC-Tn7 peptide from fibrin DD(E); 0% = median of compound wells per plate; inhibition, % at 8.3 µM;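 active = inhibition above the mean of compounds falling within the control limits plus 3 SD of them, cut at about 14% in these data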;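 also: 0% = plate median of compound wells and 100% = 10 µM Aha-Tn7 peptide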
#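 Test system: human clot-derived fibrin DD(E) complex / Quantity: 2 µM final DD(E) protein / Incubation: 10 min plus 3 h, room temperature / Measured by: fluorescence polarization / Benchmarks: high control of 10 µM Aha-Tn7 peptide / Replicates: singlicate testing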
# PLCb3 inh – human PLC-beta3 inhibitors, primary screen, biochemical, fluorescence; Purified PLC-beta3, fluorogenic substrate; AID 720704, 2013; inhibition, % at 12.2 µM; 370,000 compounds, 0.18% hits; 1-phosphatidylinositol 4,5-bisphosphate phosphodiesterase beta-3 (Homo sapiens), Q01970; in the data active = inhibition above about 11%;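 also: 0% = median of compound wells on plate and 100% = full blocker control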
# ADAM17 inh – ADAM17 inhibitors, primary screen, biochemical, QFRET. recombinant ADAM17, EDANS/DABCYL FRET peptide cleavage. 370,000 compounds, 0.83% hits. inhibition, % at 6.95 µM. AID 720648, 2013. Disintegrin and metalloproteinase domain-containing protein 17 (Homo sapiens), P78536;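 active = inhibition above the mean of compounds lying between control limits plus 3 SD, set per campaign, cut at about 8.5% in these data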;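 also: 0% = DMSO-only wells as the low control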
# UHRF1 binding – UHRF1 methylated DNA binding inhibitors, primary screen, counter-screen for MBD2 inhibitor project, biochemical, TR-FRET, human UHRF1, single concentration. E3 ubiquitin-protein ligase UHRF1 (Homo sapiens), Q96T88. UHRF1 binding to methylated oligo. inhibition, % at 4.4 µM. 370,000 compounds, 0.75% hits. AID 687016, 2013; in the data active = inhibition above about 21%;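 also: UHRF1 SRA domain binding a hemimethylated CpG hairpin DNA probe; 0% = median of test compound wells and 100% = reference inhibitor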
# PLCg1 inh – PLC-gamma1 enzyme inhibitors, primary screen, biochemical, fluorescence, purified enzyme | fluorogenic substrate | inhibition, % at 12.2 µM | 370,000 compounds, 0.84% hits | AID 720700, 2013 | 1-phosphatidylinositol 4,5-bisphosphate phosphodiesterase gamma-1 (Homo sapiens), P19174; in the data active = inhibition above about 9.5%
# Target sequence (P19174 whole entry, looked up): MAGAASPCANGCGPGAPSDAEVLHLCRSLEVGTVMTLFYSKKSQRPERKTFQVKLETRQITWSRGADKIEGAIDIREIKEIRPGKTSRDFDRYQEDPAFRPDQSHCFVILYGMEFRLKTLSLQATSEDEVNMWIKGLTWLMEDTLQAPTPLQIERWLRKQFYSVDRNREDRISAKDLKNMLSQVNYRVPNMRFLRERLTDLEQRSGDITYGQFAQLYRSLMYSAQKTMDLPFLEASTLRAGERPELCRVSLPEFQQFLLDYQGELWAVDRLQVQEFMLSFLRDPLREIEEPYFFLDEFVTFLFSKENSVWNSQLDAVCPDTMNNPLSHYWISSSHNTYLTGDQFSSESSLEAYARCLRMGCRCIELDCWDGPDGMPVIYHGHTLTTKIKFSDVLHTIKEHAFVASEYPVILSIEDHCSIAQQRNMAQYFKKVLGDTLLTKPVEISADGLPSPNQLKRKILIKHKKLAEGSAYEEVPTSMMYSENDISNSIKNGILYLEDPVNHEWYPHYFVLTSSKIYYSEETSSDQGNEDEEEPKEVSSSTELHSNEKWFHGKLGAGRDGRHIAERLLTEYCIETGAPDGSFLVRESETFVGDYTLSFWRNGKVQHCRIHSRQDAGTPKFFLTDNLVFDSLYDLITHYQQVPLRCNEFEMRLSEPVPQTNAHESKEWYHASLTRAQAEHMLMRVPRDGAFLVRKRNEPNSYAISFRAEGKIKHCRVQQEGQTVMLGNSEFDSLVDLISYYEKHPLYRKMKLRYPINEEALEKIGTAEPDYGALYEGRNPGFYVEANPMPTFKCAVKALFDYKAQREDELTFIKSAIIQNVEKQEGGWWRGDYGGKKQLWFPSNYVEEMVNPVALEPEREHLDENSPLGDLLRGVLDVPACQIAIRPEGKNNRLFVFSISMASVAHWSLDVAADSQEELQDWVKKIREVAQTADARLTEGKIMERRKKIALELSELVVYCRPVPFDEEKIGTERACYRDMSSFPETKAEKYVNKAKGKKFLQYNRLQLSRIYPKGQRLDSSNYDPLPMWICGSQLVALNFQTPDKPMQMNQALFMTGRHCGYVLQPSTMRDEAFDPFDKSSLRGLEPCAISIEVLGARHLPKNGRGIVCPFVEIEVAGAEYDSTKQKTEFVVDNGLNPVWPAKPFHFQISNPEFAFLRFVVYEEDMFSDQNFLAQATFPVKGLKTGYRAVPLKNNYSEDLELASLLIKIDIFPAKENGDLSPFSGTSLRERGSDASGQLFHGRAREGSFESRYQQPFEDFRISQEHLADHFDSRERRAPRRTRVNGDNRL
# The depositor's hits bear a star; i = inactive; nt = no result given; & = joins results of further samples. An excerpt; count on the stated rates, not on these rows.
SMILES,ARFGAP1 inhibitor,ASAP1 inh,proKLK7 act,Tn6 DDE FP,MBD2 inh,DDE Tn7 FP inh,PLCb3 inh,ADAM17 inh,UHRF1 binding,PLCg1 inh
CCC(C)n1c(O)c(C=NCCc2ccccc2)c(=O)[nH]c1=S (configuration not stated),6.2,-2.7,-0.3,-3.9,-1.5,5.8,-7.9,-1.6,3.1,0.4
OC1CN2CCC(O)C2C(O)C1O (configuration not stated),1.9,7.7,0.1,-10.9,2.7,10.7,5.6,-0.7,-3.2,4.3
O=C(Nc1ccncc1)c1cccn(Cc2ccccc2)c1=O,15.3,4.3,-0.1,-4.5,-1.1,-7.9,-1.8,-11.6,-0.7,-1.1
CC12C=CC(=O)C=C1CC(O)C1C2CCC2(C)C1CCC2(C)O (configuration not stated),6.8,7.0,-0.1,2.7,-4.0,-5.7,3.1,-3.2,-0.8,-0.3
COC(=O)C1=C(c2cc3ccccc3o2)C[C@@H]2CC[C@H]1N2C,5.4,-5.2,0.0,-0.8,-2.8,-2.6,5.5,-0.1,-2.2,0.9
Cn1c(O)c(/C=N/N2CCOCC2)c(=O)n(C)c1=S,3.2,-0.1,1.0,1.8,7.6,-5.2,-9.2,-1.9,-0.6,-0.8
Cc1cc(OCC(=O)NCc2ccncc2)c2c3c(c(=O)oc2c1)CCC3,4.3,-2.7,1.3,-6.5,1.5,3.6,-37.4,-28.8,-1.4,-17.5
COP(=O)(Sc1ccccc1)C(Cc1ccccc1)NC(=O)OCc1ccccc1 (configuration not stated),nt,nt,0.1,-4.5,1.0,-8.1,2.4,-1.8,-3.6,5.2
COc1ccc(N=Cc2c(O)n(Cc3ccccc3)c(=S)[nH]c2=O)c(OC)c1,0.2,-6.6,-0.4,0.5,-6.4,-5.4,-6.2,3.7,-1.1,2.8
CCn1c(C(=O)N2CCC(C(=O)N3CCC4(CC3)OCCO4)CC2)cc2sccc21,9.4,16.0,0.3,-0.1,2.0,-1.7,-4.1,0.9,-1.6,7.9
COc1cccc(N2C(=O)NC(=O)/C(=C/c3ccc4c5c(cccc35)CC4)C2=O)c1,-9.8,2.1,-118.3,-3.0,3.3,4.8,-189.3,-106.6,-1.0,-168.3
CCC(CC)C(=O)NC1CCSC1=O (configuration not stated),0.7,-9.2,0.1,4.0,-2.1,2.8,0.5,-5.2,0.2,-1.2
COc1ccccc1N1C(=O)NC(=O)C(CCc2ccncc2)(CCc2ccncc2)C1=O,-5.3,-8.0,-0.5,-0.2,3.6,7.6,2.0,-3.8,-3.2,-0.8
CC(=O)O[C@@]12CO[C@@H]1C[C@@H](O)[C@@]1(C)C(=O)[C@H](O)C3=C(C)[C@@H](OC(=O)[C@H](O)[C@@H](NC(=O)c4ccccc4)c4ccccc4)C[C@@](O)([C@@H](OC(=O)c4ccccc4)C12)C3(C)C (some centres not stated),0.0,-4.3,0.5,-5.4,5.9,1.6,-0.9,3.1,2.4,8.6
CCN(CC)C(=O)c1ccc(NC(=O)c2ccc3c(c2)NC(=O)CS3)cc1,-5.9,1.1,0.6,-6.3,0.8,0.6,-2.4,-4.4,-0.2,0.4
CC(=O)N1CCC2(CC1)CC(=O)c1cc(OCC(=O)N3CCC4(CC3)OCCO4)ccc1O2,1.5,11.1,36.0*,0.2,0.4,4.2,i,-354.0,-0.2,i
COC(=O)C1=C(c2cccc(OCc3ccccc3)c2)C[C@@H]2CC[C@H]1N2C(=O)NCc1ccc(C(C)(C)C)cc1,0.3,3.8,0.2,3.4,-2.3,-2.2,0.4,7.0,-0.4,0.4
COc1cc(N2C(=O)CC(=O)NC2=O)cc(OC)c1OC,-1.6,-1.4,-0.5,1.6,2.0,3.0,-9.9,-5.9,1.4,-4.3
COC(=O)C1=C(c2ccc(OC(F)(F)F)cc2)C[C@@H]2CC[C@H]1N2C(=O)N1CCOCC1,-0.3,4.2,0.2,2.4,4.0,-4.5,-1.3,-4.3,-0.5,-1.7
CCCCOC(=O)C1=C(N)OC2=C(C(=O)CCC2)[C@]12C(=O)N(C)c1ccccc12,7.4,6.8,0.8,4.2,2.1,-0.3,-1.3,-2.3,-0.3,-1.1
CC(C)Cc1[nH]c(=O)c(C#N)c2c1CCC2,14.5,8.8,0.0,-6.2,-4.9,-6.8,-23.7,-126.6,-3.2,-21.6
Cc1ccccc1-n1c(O)c(/C=N/N2CCOCC2)c(=O)[nH]c1=S,-13.2,-6.6,0.0,-1.7,2.9,3.1,-1.0,-0.6,-4.8,-0.8
CSc1ccccc1C(=O)C1CCCN(Cc2ccncc2)C1 (configuration not stated),3.3,3.1,-0.4,2.9,-0.2,-4.3,-1.4,-2.6,0.8,1.6
COc1ccc(C(=O)CC2C(=O)N(C)C(=O)N(C)C2=O)cc1,-2.9,12.1,-0.1,-5.9,5.0,1.0,-2.5,0.1,1.4,-1.2
CC(=O)N1c2ccccc2C(c2ccccc2)=NCC1C(=O)NC1CCCCC1 (configuration not stated),nt,nt,0.5,6.0,-0.4,1.7,1.6,-0.9,0.0,-0.6
OC1(CN2CCOCC2)C2CC3CC(C2)CC1C3 (configuration not stated),5.3,3.1,-0.2,3.5,1.6,4.5,1.4,-3.3,0.1,-1.3
CCOc1ccc(-n2c(O)c(C=Nc3ccc(NC(C)=O)cc3)c(=O)[nH]c2=O)cc1,13.1,-0.1,-2.7,-2.5,-0.6,-4.4,-10.1,-1.9,-0.3,-4.3
CC(C)C(=O)Nc1ccc(N2CCN(C)CC2)c(F)c1,-1.0,7.3,0.1,-0.8,2.9,8.7,2.3,0.4,1.4,-0.1
Cc1cc(C=C(C#N)C#N)ccc1N1CCCC1,12.5,9.9,0.4,1.0,-1.6,-4.3,-10.4,1.0,2.5,-8.1
Cn1cccc1/C=C1/C(=O)NC(=O)N(Cc2ccccc2)C1=O,1.0,4.8,-0.2,-2.4,-4.4,3.2,-13.2,-1.7,-4.2,-10.5
CSc1cccc(NP2(=O)OCC(C)([N+](=O)[O-])CO2)c1 (configuration not stated),-3.0,-13.2,-0.6,-1.2,6.3,4.3,-2.1,-6.1,-0.6,2.4
O=C(NC1(C(F)(F)F)Oc2ccc(Cl)cc2O1)N1CCC2(CC1)OCCO2 (configuration not stated),-13.2,-8.7,-0.1,2.4,1.2,2.2,0.4,-0.3,0.2,0.7
O=P(O)(Oc1ccccc1)OC(c1ccccc1)C(F)(F)C(F)(F)F (configuration not stated),-4.4,-7.0,0.5,10.1,-7.3,12.1,-4.4,-2.7,0.4,2.3
NS(=O)(=O)c1ccc(N=Nc2c(O)[nH]c(=S)[nH]c2=O)cc1,9.8,-8.2,-0.9,-0.8,-17.3,1.6,-3.3,-2.0,-6.6,2.4
C=CCOC(=O)C1C(C(=O)O)C2(Cl)C(Cl)=C(Cl)C1(Cl)C2(Cl)Cl (configuration not stated),-9.4,5.8,0.2,0.9,2.2,5.3,-2.3,-2.8,-0.8,2.0
COc1ccc(CNCCc2ccccc2F)c(OC)c1C,10.9,-3.4,-0.7,2.1,2.2,-6.0,-8.3,-1.3,2.9,-1.2
OC(COCc1ccc(Cl)cc1)CN1CC=C(c2ccccc2)CC1 (configuration not stated),-8.3&16.1,-6.9&-2.8,-0.7&0.7,10.5&-1.5,-3.1&0.1,-2.4&-0.5,-0.7&-0.8,-2.0&-1.2,-0.6&-0.2,-1.8&1.5
Cc1ccc2c(c1)C1CN(C)CCC1N2C(=O)Nc1cccc(C(F)(F)F)c1 (configuration not stated),-5.3,5.0,-0.1,5.1,-8.6,-0.7,-64.7,-4.7,1.7,-0.8
O=C(c1ccc(C(F)(F)F)cc1)C1CCCN(Cc2ccc(CO)o2)C1 (configuration not stated),-5.8,-2.2,-0.2,-3.7,0.8,1.1,-8.3,0.4,1.8,0.2
O=C(C(=O)N1CCOCC1)c1cn(Cc2c(F)cccc2Cl)c2ccccc12,2.9,0.5,0.2,3.9,-3.9,0.3,-3.7,-1.3,0.7,-1.2

# Reformatted with values under each structure: part of the list above.
# Values run as follows: ARFGAP1 inhibitor	ASAP1 inh	proKLK7 act	Tn6 DDE FP	MBD2 inh	DDE Tn7 FP inh	PLCb3 inh	ADAM17 inh	UHRF1 binding	PLCg1 inh
- Cc1cc(OCC(=O)NCc2ccncc2)c2c3c(c(=O)oc2c1)CCC3
    4.3	-2.7	1.3	-6.5	1.5	3.6	-37.4	-28.8	-1.4	-17.5
- COP(=O)(Sc1ccccc1)C(Cc1ccccc1)NC(=O)OCc1ccccc1 (configuration not stated)
    nt	nt	0.1	-4.5	1.0	-8.1	2.4	-1.8	-3.6	5.2
- COc1ccc(N=Cc2c(O)n(Cc3ccccc3)c(=S)[nH]c2=O)c(OC)c1
    0.2	-6.6	-0.4	0.5	-6.4	-5.4	-6.2	3.7	-1.1	2.8
- CCn1c(C(=O)N2CCC(C(=O)N3CCC4(CC3)OCCO4)CC2)cc2sccc21
    9.4	16.0	0.3	-0.1	2.0	-1.7	-4.1	0.9	-1.6	7.9

# Remaining list, next part.
SMILES,ARFGAP1 inhibitor,ASAP1 inh,proKLK7 act,Tn6 DDE FP,MBD2 inh,DDE Tn7 FP inh,PLCb3 inh,ADAM17 inh,UHRF1 binding,PLCg1 inh
CN1CCN(Cc2nc3ccccc3c(=O)[nH]2)CC1,14.8,-5.7,-1.1,-6.6,-0.6,-6.5,0.8,-1.9,-1.9,-1.7
Cc1cccnc1-n1c(-c2ccco2)nc2ccccc2c1=O,-0.8,-1.4,-0.4,-2.9,-2.9,-5.5,1.7,0.3,1.8,1.2
Cc1cccc(-n2c(-c3ccccc3)nc3ccccc3c2=O)n1,-0.2,12.9,-0.5,-8.4,-0.8,1.3,-1.5,-2.1,-0.1,-1.7
C=CCn1c(O)c(C(C)=NCc2cccnc2)c(=O)[nH]c1=O,-8.9,-0.5,-0.8,5.8,-0.2,-0.5,2.1,-2.4,0.0,-0.3

# Screening data (PubChem)
